Anesthetic bind – qHTS Assay for Identification of Novel General Anesthetics; Ferritin light chain (Equus caballus), P02791; apoferritin/1-aminoanthracene competitive binding, fluorescence; Potency, µM (doses to about 77.5 µM), for the others: at the highest dose activity change, negative = displacement, most hits filed as inhibitors; 350,000 compounds, 0.074% hits; AID 485281, 2010; further: on the % scale 0 is the no-effect control and ±100 the full control effect; nearly all actives have a fitted effect of over 20% in size
Target sequence (P02791 2-175 limits assumed): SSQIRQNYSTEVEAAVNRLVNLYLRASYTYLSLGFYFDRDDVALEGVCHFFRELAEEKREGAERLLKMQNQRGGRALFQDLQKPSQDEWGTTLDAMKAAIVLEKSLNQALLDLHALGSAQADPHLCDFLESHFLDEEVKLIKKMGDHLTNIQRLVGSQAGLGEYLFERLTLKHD
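Steps: apoferritin (10 uM) was premixed with half-saturated 1-AMA in PBS, compounds were pin-transferred, plates stood 10 min at room temperature, fluorescence was read at 380/535 nm, and curves were fitted with a Hill equation.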
POLI inh – qHTS for Inhibitors of Polymerase Iota. Potency, µM (highest dose often 115 µM), inactives show at the highest dose activity, negative = inhibition, usual class: inhibitors. DNA polymerase iota (Homo sapiens), Q9UNA4. Pol iota fluorescent replication assay, 10 min. 390,000 compounds, 1% hits
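Pol iota at 10 nM preincubated 15 min with compounds at room temperature; reaction started with fluorescent substrate, 50 nM final. Fluorescence read kinetically at 0 and 10 min; buffer-only wells as negative control.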
POLK inh – qHTS for Inhibitors of Polymerase Kappa | purified Pol kappa, fluorescent DNA synthesis assay, 10 min | Potency, µM (highest dose often 107 µM), inactives show at the top dose activity, negative = inhibition, actives largely listed as inhibitors | 400,000 compounds, 0.53% hits; further: on the % scale 0 is the no-effect control and ±100 the full control effect
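Fluorescent qHTS in 1536-well format: enzyme (10 nM) and compound sat 15 min at room temperature before 50 nM substrate (final) was added. Signal taken at 0 and 10 min; no-enzyme buffer wells were negative controls.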
BAZ2B block – qHTS Assay for Inhibitors of BAZ2B; AID 504333, 2011; Potency, µM (highest dose often 114 µM), for inactives: top-dose activity change, negative = inhibition, usual class: inhibitors; AlphaScreen BAZ2B-H3K14Ac peptide displacement; 360,000 compounds, 4.4% hits; further: on the % scale 0 is the no-effect control and ±100 the full control effect; nearly all actives have a fitted effect of over 60% in size
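AlphaScreen luminescence quantifies BAZ2B engagement of H3K14Ac peptide; the protein and biotinylated peptide are both at 50 nM final, buffer PBS pH 7.4 with 0.01% Tween-20, all steps at room temperature.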
POLB inh – qHTS Assay for Inhibitors of DNA Polymerase Beta; Potency, µM (highest dose often 114 µM), for the others: at the top dose activity change, negative = inhibition, actives largely listed as inhibitors; Pol beta primer extension/strand displacement, fluorescence kinetic; P06746; 340,000 compounds, 1.3% hits; AID 485314, 2010; further: on the % scale 0 is the no-effect control and ±100 the full control effect
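Curves were derived by four-parameter Hill fits of normalized qHTS data. The kinetic fluorescent primer-extension read was taken at 0 and 10 min after 50 nM substrate, following a 15 min room-temperature preincubation of 10 nM enzyme with compounds.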
Pol eta inh – qHTS for Inhibitors of Polymerase Eta; DNA polymerase eta (Homo sapiens), Q9Y253; recombinant Pol eta, fluorescent DNA replication assay; Potency, µM (series often up to 114 µM), without a hit: at the top dose activity change, negative = inhibition, actives largely listed as inhibitors; 390,000 compounds, 1.2% hits; AID 588591, 2011; further: on the % scale 0 is the no-effect control and ±100 the full control effect
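Pol eta (10 nM) was preincubated with compounds for 15 min at room temperature, after which fluorescent replication substrate (50 nM final) was added to start the reaction. Fluorescence was read kinetically at 0 and 10 min.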
G9a inh – qHTS Assay for Inhibitors of Histone Lysine Methyltransferase G9a; G9a H3K9 monomethylation, AlphaScreen, 2 h; AID 504332, 2011; Histone-lysine N-methyltransferase EHMT2 (Homo sapiens), Q96KQ7; 350,000 compounds, 8.8% hits; Potency, µM (highest dose often 102 µM), for the others: at the highest dose activity, negative = inhibition, actives largely listed as inhibitors; further: on the % scale 0 is the no-effect control and ±100 the full control effect; nearly all actives have a fitted effect of over 75% in size
Target sequence (Q96KQ7 913-1193 limits assumed): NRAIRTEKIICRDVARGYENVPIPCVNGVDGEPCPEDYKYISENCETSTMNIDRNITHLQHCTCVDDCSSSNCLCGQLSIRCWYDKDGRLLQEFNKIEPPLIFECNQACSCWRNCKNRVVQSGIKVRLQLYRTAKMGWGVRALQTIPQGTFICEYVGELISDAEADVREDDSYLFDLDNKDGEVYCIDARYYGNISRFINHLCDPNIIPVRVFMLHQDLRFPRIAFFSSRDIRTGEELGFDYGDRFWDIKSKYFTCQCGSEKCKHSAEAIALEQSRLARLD
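Step 1: enzyme (final 20 nM) with compound, 15 min RT. Step 2: substrate peptide 500 nM and SAM 20 uM, 2 h RT. Step 3: anti-H3K9me1 antibody and AlphaScreen beads, 10 min, then plate read.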
APE1 inh – qHTS Assay for Inhibitors of the Human Apurinic/apyrimidinic Endonuclease 1 (APE1) | 350,000 compounds, 0.35% hits | recombinant APE1, TAMRA/BHQ-2 abasic DNA cleavage fluorescence | Potency, µM (highest dose often 65.8 µM), for inactives: at the highest dose activity change, negative = inhibition, most hits filed as inhibitors;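 further: plate controls were vehicle for no effect and reference inhibitor for full effect; nearly all actives have a fitted effect of over 55% in size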
Target sequence (P27695 whole entry, looked up): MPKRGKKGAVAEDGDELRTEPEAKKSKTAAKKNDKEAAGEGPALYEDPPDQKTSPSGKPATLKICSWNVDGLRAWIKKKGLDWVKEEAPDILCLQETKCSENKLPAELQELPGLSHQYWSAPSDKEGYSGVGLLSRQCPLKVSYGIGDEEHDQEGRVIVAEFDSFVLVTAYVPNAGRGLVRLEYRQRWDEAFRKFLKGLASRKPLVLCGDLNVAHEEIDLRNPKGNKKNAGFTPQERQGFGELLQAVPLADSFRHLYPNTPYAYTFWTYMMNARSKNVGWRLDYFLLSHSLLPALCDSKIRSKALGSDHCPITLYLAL
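Activity was derived from the fluorescence gain between first and third kinetic reads (60 s intervals, ex 525/em 598 nm) after 50 nM THF-abasic TAMRA/BHQ-2 duplex was added to 0.75 nM APE1 preincubated 15 min with compound.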
BLM helicase inh – qHTS Assay for Inhibitors of Bloom's syndrome helicase (BLM); RecQ-like DNA helicase BLM (Homo sapiens), P54132; recombinant BLM DNA unwinding, fluorescence dequenching; Potency, µM (doses to about 56.1 µM), without a hit: at the highest dose activity change, negative = inhibition, usual class: inhibitors; 350,000 compounds, 0.2% hits;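 further: plate controls were vehicle for no effect and no enzyme for full effect; nearly all actives have a fitted effect of over 35% in size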
* = called active by the depositor; u = inconclusive; x = no result given; [ ] = remark or other dose. The call rests on the fitted dose curve; in most records, active means well fitted curve in the direction sought with a large enough effect; inconclusive means small, poorly fitted or top-dose-only effect, or another doubt; inactive means no such curve, though single readings can be large; an effect the other way counts as inactive or inconclusive. Potency means the concentration at half of the fitted maximal effect.

SMILES	Anesthetic bind	POLI inh	POLK inh	BAZ2B block	POLB inh	Pol eta inh	G9a inh	APE1 inh	BLM helicase inh
COc1ccc(C)cc1NS(=O)(=O)c1cc2c3c(c1)CC(=O)N3CCC2	-13%	13%	-5%[60.1 µM]	-15%	0%	-4%	1%[59 µM]	x	2%
CN1CCN(C(=O)/C(=C/c2ccccc2F)NC(=O)c2ccccc2)CC1	-3%	24%	-4%	6%	2%	3%	u	-4%	0%
NC(=O)COC(=O)c1ccc(C(=O)C(=O)c2ccccc2)cc1	2%	35%[activator]	-10%	-29%	10%	11%	-33%	-6%	-5%
Clc1ccc(-c2csc(-c3nc(-c4ccc(Br)s4)cs3)n2)cc1	-2%	30%	0%	7%	-1%	-13%	1%[59 µM]	x	-3%
COc1ccc2[nH]c3c(c2c1)CCN1C(=O)C(CC(=O)NCCCn2ccnc2)C[C@H](C(=O)N2CCOCC2)[C@@]31CCC1CCCC1 (stereo partly drawn)	x	21%	15%	x	x	-9%	x	7%	x
CCN1CCN(C(=O)C(C)Oc2ccc(S(=O)(=O)N3CCCC3)cc2C(N)=O)CC1 (stereo not drawn)	x	29%	-2%	0%	x	-10%	-1%[59 µM]	3%	x
CCCOc1ccc(NC(=O)OC2CCN(C)CC2)cc1	-9%	15%	-13%	0%	0%	-11%	u	7%	-11%
CCOc1ccc(NN=C(C(=O)OC)C(=O)OC)c([N+](=O)[O-])c1	-7%	29%	-8%	-2%	-1%	-2%	6%	-2%	-2%
CC(=O)c1ccc(OCC(O)CN2CCN(CCO)CC2)cc1 (stereo not drawn)	-1%	-8%	16%	4%	5%	-5%	-18%[59 µM]	-10%	2%
Cc1ccc(CC(=O)Nc2ccc(S(=O)(=O)N3CCOCC3)cc2)cc1C	x	-16%	-4%	2%	x	-6%	u	-2%	x
Clc1ccc(-c2nnc(-c3ccccc3)nc2-c2c[nH]c3ccccc23)cc1	-7%	12%	-4%	-9%	1%	-19%	-5%	15%	-2%
CC(=O)N1C(C)(C)CC(=NOC(=O)c2ccccc2)CC1(C)C	-5%	11%	4%	7%	-23%	-16%	12%[59 µM]	-2%	0%
Cc1cc(C(=O)Nc2ccc(Cl)cc2)c2ccccc2n1	-6%	29%	-19%	2%	32%	-14%	x	0%	5%
O=[N+]([O-])c1cc(Cl)cc(/C=N\Nc2ccccn2)c1O	-9%	-9%	-3%	4.5µM*	2%	-15%	u	0%	1%
CCn1cc(C(=O)O)c(=O)c2cc(F)c(N3CCN(C(=S)Nc4ccccc4OC)CC3)cc21	-12%	-9%	5%	-15%	0%	10%	22%	3%	-12%
CC1(NC(=O)NCc2ccco2)CCS(=O)(=O)C1 (stereo not drawn)	-2%	16%	17%	-9%	0%	-3%	-45%[59 µM]	7%	3%
COc1ccc(OC)c(C(=O)NC(CC(N)=O)c2ccc(N3CCN(c4ccc(F)cc4)CC3)c([N+](=O)[O-])c2)c1 (stereo not drawn)	-18%	u	-15%	-26%	1%	-1%	u	0%	-5%
CCOc1ccc(NC(=O)CN(c2ccc(OC)c(OC)c2)S(=O)(=O)c2ccc(C)cc2)cc1	-5%	1%	-3%	-11%	1%	-8%	13%	1%	-8%
CCC(NC(=O)Nc1nccs1)(C(F)(F)F)C(F)(F)F	u	-3%	-7%	10%	-18%	-10%	u	11%	-5%
CCn1cc([C@@H]2C[C@H]3CN(Cc4cccc(Cl)c4)C(=O)[C@]34CCCN24)cn1	-9%	49%[activator]	-1%	8%	7%	-14%	x	-1%	-6%
C=CC[C@H](CC(=O)N(CCO)Cc1ccccc1)C(=O)N[C@@H](C)COC(=O)[C@H](CC=C)CC(=O)OC(C)(C)C	x	40%[activator]	-2%	x	x	-10%	x	-10%	x
CN(C)CCN(C(=O)c1ccc(S(=O)(=O)N(C)c2ccccc2)cc1)c1nc2ccc(Cl)cc2s1	-3%	39%[activator]	0%	-5%	16%	-8%	x	2%	-9%
Cc1ccc2sc(N(CCCN(C)C)C(=O)c3ccc(S(=O)(=O)N(C)C4CCCCC4)cc3)nc2c1C	x	-2%	-3%	u	x	-24%	32µM*	28%	x
COc1cc(/C=N/NC(=O)CSc2cc(C)c(Br)cc2C)ccc1O	u	3%	-10%	4%	1%	u	2%	4%	-3%
COc1cc(/C=C2\C(=O)N(CCC#N)N=C2C)c(Br)cc1OC(C)C	-9%	u	-8%	-3%	29%	-9%	-18%[59 µM]	u	5%
COCC(=O)Oc1c(Sc2ccccc2[N+](=O)[O-])c(C)nn1C(C)(C)C	-5%	61%[activator]	-2%	u	6%	-22%	22µM*	1%	-1%
COc1ccc(NC(=O)C2C3C=CC4(O3)C2C(=O)N(CCN2CCCCC2C)C4C(=O)NC2CCCCC2)cc1 (stereo not drawn)	0%	107%[activator]	-6%	-2%	51%	-1%	u	-11%	0%
COC(=O)C1C(=O)C2=C(CC1C)NC(C)=C(C(=O)OCc1ccc(OC)cc1)C2c1ccc(C)o1 (stereo not drawn)	9%	3%	-19%	-6%	-3%	-3%	-23%[59 µM]	-4%	-11%
Cc1cccc(N2C(=O)N(Cc3cc(=O)n4ccccc4n3)c3ccccc3S2(=O)=O)c1	-19%	15%	-10%[60.1 µM]	-1%	-2%	-16%	6%[59 µM]	x	-4%
C[C@H](CO)N1C[C@H](C)[C@@H](CN(C)Cc2ccc(-c3ccccc3)cc2)Oc2c(NC(=O)Cc3ccccc3)cccc2C1=O	x	6%	-8%	x	x	-17%	x	-14%	x
COc1cccc(CN2CCC(n3nccc3NC(=O)CCCc3ccccc3)CC2)c1	-14%	15%	-1%	-10%	-3%	-24%	x	-15%	0%
CCOC(=O)N1CCN(C(=O)c2ccc(NS(C)(=O)=O)cc2)CC1	-1%	12%	-7%	0%	-4%	-11%	22%[59 µM]	9%	0%
CNc1nc(-c2ccc([N+](=O)[O-])cc2)cs1	-16%	-3%	-2%	9%	22%	-18%	-38%[59 µM]	-3%	0%
COc1ccc(-c2noc(-c3cccnc3NCc3ccco3)n2)cc1	-8%	11%	3%	-26%	7%	-9%	u	x	-2%
Nc1ncn([C@H]2C[C@H](O)[C@@H](CO)O2)c(=O)n1	x	6%	-2%	12%	x	-7%	10%[59 µM]	11%	x
Cn1c(=O)oc2cc(S(=O)(=O)NCCC(=O)NC3CCCC3)ccc21	4%	-17%[58.9 µM]	-2%	15%	12%	-10%	6%[12.7 µM]	5%	-3%
CCNC(=S)N1CCN(CCNC2=CC(=O)CC(C)(C)C2)CC1	1%	27%	8%	-13%	-3%	-19%	10%	2%	-1%
C=CCn1c(=NC(=O)C2COc3ccccc3O2)sc2cc(S(N)(=O)=O)ccc21 (stereo not drawn)	-6%	2%	-21%	7%	5%	2%	5%[59 µM]	-1%	0%
O=C(CSc1nnc(-c2ccccc2Br)o1)N1CCc2ccccc2C1	-3%	-7%	-9%	5%	8%	-7%	14%[59 µM]	0%	-5%
O=C(O)CCCn1cc(NC(=O)c2ccco2)cn1	-1%	11%	3%	-17%	14%	-11%	u	-5%	-1%
Cc1cccc(C)c1NC(=O)COC(=O)[C@@H]1CCCN1C(=O)c1cccs1	x	38%[activator]	1%	x	x	-20%	x	13%	x
CC(=O)c1cccc(NC(=O)c2cc(=O)[nH]c3ccccc23)c1	-1%	-18%	-3%	-17%	14%	2%	45µM*	18%	-4%
CCOC(=O)c1nn(-c2cc(C(=O)OC)cc(C(=O)OC)c2)cc1O	-11%	16%	-14%	6%	2%	-3%	-4%[59 µM]	3%	-2%
O=C(c1ccco1)N(Cc1cccc(Cl)c1)C1CCS(=O)(=O)C1 (stereo not drawn)	21%	-6%	11%	-12%[57.1 µM]	-9%	-16%	4%	45%	1%
O=C(O)c1nn(CCOc2ccc(Cl)cc2Cl)c(=O)c2ccccc12	-8%	3%	-7%	-1%	54%	-2%	30%[activator]	-9%	1%
CC(C)c1ccc(NC(=O)CSC2=Nc3ccccc3C3=NC(CC(=O)NCc4ccc(F)cc4)C(=O)N23)cc1 (stereo not drawn)	-9%	-3%	-5%[60.1 µM]	-23%	0%	4%	0%[59 µM]	x	-7%
Cc1nnc(NC(=O)C2CSC3(C)CCC(=O)N23)s1 (stereo not drawn)	x	31%[activator]	-1%	6%	x	u	6%[0.501 µM]	4%	x
Cc1ccc(C)c(N2CCN(C(=O)Cn3c(C)c4cnn(-c5ccccc5)c(=O)c4c3C)CC2)c1	-2%	-5%	-11%	u	-3%	-8%	-46%[59 µM]	x	-10%

Rewritten as labelled records: 3 of the compounds above
SMILES: CC(C)c1ccc(NC(=O)CSC2=Nc3ccccc3C3=NC(CC(=O)NCc4ccc(F)cc4)C(=O)N23)cc1 (stereo not drawn)
  Anesthetic bind: -9%; POLI inh: -3%; POLK inh: -5%[60.1 µM]; BAZ2B block: -23%; POLB inh: 0%; Pol eta inh: 4%; G9a inh: 0%[59 µM]; APE1 inh: x; BLM helicase inh: -7%

SMILES: Cc1nnc(NC(=O)C2CSC3(C)CCC(=O)N23)s1 (stereo not drawn)
  Anesthetic bind: x; POLI inh: 31%[activator]; POLK inh: -1%; BAZ2B block: 6%; POLB inh: x; Pol eta inh: u; G9a inh: 6%[0.501 µM]; APE1 inh: 4%; BLM helicase inh: x

SMILES: Cc1cccc(C)c1NC(=O)COC(=O)[C@@H]1CCCN1C(=O)c1cccs1
  Anesthetic bind: x; POLI inh: 38%[activator]; POLK inh: 1%; BAZ2B block: x; POLB inh: x; Pol eta inh: -20%; G9a inh: x; APE1 inh: 13%; BLM helicase inh: x

A portion of the library; count on the stated rates, not on these rows.
